TTR transcr act = activators of transthyretin transcription | SH-SY5Y TTR promoter Gaussia luciferase, luminescence; 100% = recombinant luciferase protein wells | activation, % at 16.7 µM | actives 1.3% (n = 92,000);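 active = activation above the mean of all tested compounds plus 3 SD, cut at about 9.5% in these data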;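 note: cells exposed to compounds for one day before reading; 0% = median of all test compound wells on the plate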
* marks the source's active call; other numbers are inactive results.

SMILES | TTR transcr act
CN1CCN(C(=O)c2cnn(-c3ccccc3)c2NC(=O)c2ccc(Br)cc2)CC1 | 2.3
C[C@@H]1CN([C@H](C)CO)C(=O)c2cc(NS(=O)(=O)c3ccc(F)cc3)ccc2O[C@@H]1CN(C)Cc1ccc(Cl)c(Cl)c1 | -2.9
Cc1ccc(C2(C(F)(F)F)NC(=O)N3CCCN=C3S2)cc1 (stereo not drawn) | -1.8
COc1ccc2c(c1)c(C(C)=O)c(C)n2-c1ccccc1 | -1.4
CN(Cc1ccccc1)C(=O)[C@@H]1CCCN1C(=O)[C@@H]1CCCN1C(=O)c1ccccc1 | 0.7
O=C(CN1CCN(Cc2ccccc2Cl)CC1)N/N=C/c1ccccn1 | 0.5
CC(C)NC(=O)NC(=O)COC(=O)c1c2c(nc3ccccc13)CCC2 | -3.4
C[C@@H](C(=O)NCCCCCC(=O)O)n1nnc2ccccc2c1=O | 4.1
CNC(=O)C(Sc1ccccc1)c1ccccc1 (stereo not drawn) | 6.9
C[C@@H]1CN(Cc2nc(-c3cnccn3)no2)C[C@H](C)O1 | 3.5
Cc1ccccc1NC(=O)Cc1nc(COC(=O)CSc2ccc(F)cc2)cs1 | -1.7
COc1ccc(N2C(=O)C3CCCN3C2c2cccc(F)c2)cc1Cl (stereo not drawn) | 1.4
Cc1ccc2c(c1)-c1c(ssc1=S)C(C)(C)N2C(=O)CN1C(=O)c2ccccc2C1=O | -1.0
O=C(Cc1c(Cl)cccc1Cl)OCC(=O)c1ccc[nH]1 | -1.1
CCc1ccc(N(CC(=O)Nc2ccccc2C(=O)N2CCCC2)S(C)(=O)=O)cc1 | -0.2
O=C(CSc1nc2ccc(NC(=O)CSc3nnnn3Cc3ccccc3)cc2s1)Nc1ccccc1 | -2.9
Cc1cc(C)cc(NC(=O)N2CCCCCCC2)c1 | 4.3
CCCCCNC(=O)c1cc(S(=O)(=O)N2CCCCC2)ccc1F | 11*
COc1ccc(CCNC(=O)Nc2ccc3c(c2)[C@@]2(CC(=O)N(CC(C)C)C2c2ccccc2)C(=O)N3C)cc1OC (stereo partly drawn) | 0.1
Cc1ccc(Nc2ncnc3sc(C)c(C)c23)cc1C | 0.0
COc1ccc(CCNC(=O)c2cc3c(=O)n4ccccc4nc3n(CC3CCCO3)c2=N)cc1OC (stereo not drawn) | -0.7
CC(=O)c1ccc(NC(=S)NCC(c2ccco2)N2CCCC2)cc1 (stereo not drawn) | 0.6
CCN(Cc1ccccc1)C(=O)c1cc2c(OC)c(OC)c(OC)cc2[nH]1 | 0.1
COc1cccc(/C=N/NC(=O)c2ccccc2)c1OS(=O)(=O)c1ccccc1 | 0.8
Cc1cc(C(=O)N/N=C/c2ccc([N+](=O)[O-])s2)c2ccccc2n1 | -2.7

The closing 7 compounds of the part before are carried over, then new ones follow.
SMILES | TTR transcr act
COc1ccc(CCNC(=O)Nc2ccc3c(c2)[C@@]2(CC(=O)N(CC(C)C)C2c2ccccc2)C(=O)N3C)cc1OC (stereo partly drawn) | 0.1
Cc1ccc(Nc2ncnc3sc(C)c(C)c23)cc1C | 0.0
COc1ccc(CCNC(=O)c2cc3c(=O)n4ccccc4nc3n(CC3CCCO3)c2=N)cc1OC (stereo not drawn) | -0.7
CC(=O)c1ccc(NC(=S)NCC(c2ccco2)N2CCCC2)cc1 (stereo not drawn) | 0.6
CCN(Cc1ccccc1)C(=O)c1cc2c(OC)c(OC)c(OC)cc2[nH]1 | 0.1
COc1cccc(/C=N/NC(=O)c2ccccc2)c1OS(=O)(=O)c1ccccc1 | 0.8
Cc1cc(C(=O)N/N=C/c2ccc([N+](=O)[O-])s2)c2ccccc2n1 | -2.7
CCOC(=O)C1=C(CS(=O)(=O)c2ccc(F)cc2)NC(=O)NC1c1ccc(O)c(O)c1 (stereo not drawn) | -0.3
COc1cccc(C(C(=O)NC(C)(C)C)N(Cc2ccc(F)cc2)C(=O)CCC(=O)Nc2cc(C)on2)c1OC (stereo not drawn) | -0.7
O=C(O)c1ccc(NS(=O)(=O)c2cccc(C(=O)Nc3ccc([N+](=O)[O-])cc3)c2)cc1 | 2.3
COc1ccc(CC(=O)NCC(=O)N/N=C/c2cc(Br)ccc2OC)cc1 | 2.6
O=C(CCCN1C(=O)/C(=C/c2ccccc2Cl)SC1=S)NNC(=O)c1ccncc1 | -1.5
O=C(CCCO)N/N=C/c1ccccc1[N+](=O)[O-] | 2.4
COC(=O)c1cc2ccccc2c([N+](=O)[O-])c1O | -1.1
COCCn1c(Cc2ccccc2)nnc1SCC(=O)NC1CCCCC1 | 1.9
Cc1ccc(/C(N)=N/OC(=O)c2ccc3c(c2)OCO3)cc1 | -2.5
CC(C)C[C@H](NC(=O)c1[nH]cnc1C(=O)Nc1ccc(CNC(=O)OC(C)(C)C)cc1)C(=O)OCc1ccccc1 | -2.4
O=C(O)C(F)=C(c1ccccc1)c1ccccc1 | -0.8
C=CCOC(=O)C1=C[C@@H](c2ccc(C(F)(F)F)cc2)C[C@@H](OCCCCO)O1 | -3.0
N/C(=N\OC(=O)COc1ccc(Cl)cc1Cl)c1ccncc1 | 0.7
Cc1ccc(C2OCC(C)([N+](=O)[O-])CO2)cc1 (stereo not drawn) | 1.9
CCOc1ccccc1NC(=O)CN1C(=O)CSC(C)C1=O (stereo not drawn) | 0.9
O=C(CN1CCN(c2ncccn2)CC1)Nc1ccccc1C(F)(F)F | 1.1
CCCCC1C2C(=O)N(c3ccc(C)cc3)C(=O)C2ON1c1ccccc1 (stereo not drawn) | -2.1
O=c1cnnc(NCc2ccccc2)[nH]1 | -0.4
COc1cccc2c(=O)cc(C)n(CC(=O)Nc3cccc(C)c3)c12 | -1.6
OCC1(CCCc2ccccc2)CCN(Cc2cnc(N3CCOCC3)s2)CC1 | 1.3
COc1ccc(F)cc1S(=O)(=O)n1cnc2ccccc21 | -0.1
CC(=O)C1=C(O)C(=O)N(CCC(=O)O)C1c1ccccc1Cl (stereo not drawn) | -0.2
Fc1ccccc1-c1n[nH]c(=S)n1/N=C/c1c[nH]c2ccccc12 | -2.0
CNC(=O)C(=O)Nc1cc2c3c(c1)CCN3C(=O)CC2 | 0.8
O=C(NCc1ccccc1)C1CCN(S(=O)(=O)N2CCCCCC2)CC1 | 2.1

More records follow.
SMILES | TTR transcr act
CCC(NC(=O)c1oc2ccccc2c1COC)c1ccc(OC)cc1 (stereo not drawn) | -1.6
COc1ccc(-c2c(C)[nH]n3c(=O)c(Cc4ccccc4)c(C)nc23)cc1OC | -1.3
CC1(C)Cc2c(C#N)c(SCC(=O)c3ccccc3)nc(N3CCOCC3)c2CS1 | 0.6
Cc1cc(NC(=O)CSc2nnnn2-c2ccc(C(C)C)cc2)no1 | 0.0
N#Cc1ccc(OCc2c(-c3ccccc3)nnn2CC(=O)O)cc1 | -0.7
CCOC(=O)CNC(=O)CSc1nnc(-c2ccccc2)c(-c2ccccc2)n1 | -0.9
O=C(NCCCCc1ccccc1)NC[C@@H]1CC[C@@H](Cc2ccc(-c3ccccc3)cc2)O1 | -3.2
CC(C)(C)OC(=O)C[C@H]1C/C=C\C[C@@H](CC(=O)N[C@@H](CO)Cc2ccccc2)C(=O)NC[C@@H](c2ccccc2)OC1=O | -0.1
Cc1ccccc1NC(=O)c1cc(C(=O)c2cc(Cl)ccc2O)cn(-c2ccccc2C)c1=O | -3.2
O=C(Nc1ccccc1)N1CCC(O)(c2cccc(C(F)(F)F)c2)CC1 | 3.9
O=C(Cc1ccccc1F)Nc1ccc(Cl)nc1 | 1.9
COc1ccc(-c2cc(C(F)(F)F)n3nc(C(=O)NCCN4CCOCC4)cc3n2)cc1 | 2.4
CSc1ncnc2c1ncn2CCCN1CCN(c2ncccn2)CC1 | -1.8
CN(CC(=O)N1CCOCC1)S(=O)(=O)c1ccc2ccccc2c1 | -0.2
O=C(Nc1cc(Cl)ncn1)c1ccccc1 | 1.5
CCC(=O)N1CCc2cc(S(=O)(=O)CCC(=O)NCc3cccc(OC)c3)ccc21 | 2.3
CC(C)(C)NCC(O)COc1ccc(Br)cc1 (stereo not drawn) | 1.4
COc1ccc(OC)c(N(CC(=O)Nc2ccc(NC(C)=O)cc2)S(C)(=O)=O)c1 | 1.0
CCN(CC)S(=O)(=O)c1ccc2oc(Nc3ccc(OC)cc3)nc2c1 | -2.3
NC(=O)N/N=C/c1c(F)cccc1F | 1.1
Cc1ccccc1OCCC(=O)NNC(=O)c1ccccc1F | -1.9
Cc1ccc(CCNC(=O)CCn2c(=O)c3cccn3c3ccc(F)cc32)cc1 | -2.3
Cc1c(Cl)cccc1NC(=O)Cn1cc(C(F)(F)F)cc(Cl)c1=O | 5.5
CCOC(=O)c1cn2nc(SCc3ccccc3)nc2nc1C | -1.0
COc1ccc(OCc2cn3c(C)cc(C)nc3n2)cc1 | -0.1

Reformatted: 3 of the compounds above
SMILES	TTR transcr act
CCN(CC)S(=O)(=O)c1ccc2oc(Nc3ccc(OC)cc3)nc2c1	-2.3
NC(=O)N/N=C/c1c(F)cccc1F	1.1
Cc1ccccc1OCCC(=O)NNC(=O)c1ccccc1F	-1.9

Further compounds follow:
SMILES | TTR transcr act
Cc1ccc(CSCCNC(=O)CSCc2ccc([N+](=O)[O-])cc2)cc1 | 1.9
CCOC(=O)c1nnc(-c2cccs2)nc1NC(C)C | 1.6
CC(=O)N1c2ccc(S(=O)(=O)N3CCCC(C(=O)NC4CCCC(C)C4C)C3)cc2CC1C (stereo not drawn) | -0.8
C[C@@H]1CCC(=O)N(CC[C@H](N=[N+]=[N-])c2ccccc2)CC1 | 10*
COP(=O)(CC(=O)OC(C)(C)C)C(CC(C)C)NC(=O)OCc1ccccc1 (stereo not drawn) | 0.3
CCCCOc1ccc(NC(=O)CN2CCN(CC)CC2)cc1 | 24*
Clc1ccc(OCCSc2ncccn2)c(Br)c1 | 0.3
CCN1CCN(C(=O)CSc2cc(=O)n(C)c3ccccc23)CC1 | -1.0
COCCNC(=O)c1cc(-c2ccc(OC)c(OC)c2)on1 | 7.3
CCOc1ccc(S(=O)(=O)NN)cc1 | 4.1
CN1OC[C@@H]2CN(C(=S)NCCc3ccccc3)[C@H](c3ccccc3Br)C[C@@H]21 | 0.3
Cc1nc2c(sc(=S)n2Cc2ccco2)c(=O)n1CC(=O)Nc1ccccc1F | -0.4
c1ccc(CN2CCC3CC2c2cc(N4CCCCC4)ccc23)cc1 (stereo not drawn) | -1.3
C[C@@H]1CN([C@H](C)CO)C(=O)CCCn2nncc2CO[C@H]1CN(C)Cc1ccc(Oc2ccccc2)cc1 | -0.4
CCOC(=O)c1cc(NC(=O)Nc2ccc(OC)c(OC)c2)c(C)nc1C | -2.0
O=C(COc1ccc(Cl)cc1)Nc1nnc(S(=O)(=O)N2CCCCCC2)s1 | -3.7
Cn1c2ccccc2c2c(C(=O)NCCCN3CCCC3=O)cn(C3CCCCC3)c(=O)c21 | 0.4
O=C(N/C(=C\c1cccs1)C(=O)N1CCOCC1)c1ccco1 | -1.1
Cc1ccc(C(=O)CSc2nc(C)cc(C)c2C(N)=O)cc1 | 1.5
Cc1ccc2[nH]cc(C(=O)CN3CCN(C)CC3)c2c1 | 1.0
CC(C)c1ccc(C(=O)CSc2n[nH]c(-c3ccncc3)n2)cc1 | 1.2
Cc1cc2occ(CC(=O)NCc3cccs3)c2cc1C(C)C | -0.5
O=C(O)c1cc(S(=O)(=O)NCC2COc3ccccc3O2)ccc1Cl (stereo not drawn) | 2.5
CSc1sc2ccccc2[n+]1CCCS(=O)(=O)[O-] | 3.5
Cc1cc(O)ccc1NC(=O)Cc1cccc2ccccc12 | 2.2

Next records
SMILES | TTR transcr act
Cc1ccc(C(=O)N2CCN(C)CC2)cc1S(=O)(=O)N1CCCCCC1 | 0.8
CCOCCCN(Cc1cc2cc(C)cc(C)c2[nH]c1=O)C(=O)N(CC)CC | -0.4
O=C(CN1CCOCC1)N/N=C/c1ccc(C(=O)O)cc1 | 1.3
COc1ccccc1CNC(=O)C1CCN(Cc2nc(-c3ccc(Cl)cc3)oc2C)CC1 | -0.7
O=C(NCc1ccco1)c1nnc(Cc2ccc(Cl)cc2)o1 | -0.9
Cn1nc(C(=O)OCC(=O)Nc2ccc(Cl)cc2Cl)c2ccccc2c1=O | 1.9
CCOC(=O)N1CCN(c2c(NCCN(C)Cc3ccccc3)c(=O)c2=O)CC1 | 0.1
CO[C@H]([C@H](C)/C=C/N(C)C=O)[C@@H](C)C(=O)CC[C@H](C)[C@H](O)[C@H](C)[C@H]1OC(=O)/C=C/C(C)=C/C[C@H](O)C[C@@H]2C=CC[C@@H](C[C@H](OC)C(C)(O)[C@@H](OC)C[C@@H](OC)[C@@H]1C)O2 (stereo partly drawn) | 5.9
O=C(CN1N=C(c2ccc(Cl)cc2)CCC1=O)NCCN1CCc2ccccc2C1 | 3.7
O=C(NNC(=O)c1ccccc1F)c1ccco1 | 3.2
CCn1c(O)c(/C=C2\C=NN=C2c2ccccc2)sc1=S | -2.0
COc1cccc(C(=O)N2CCN(C3CCC(c4ccccc4)CC3)CC2)c1OC (stereo not drawn) | 0.6
C[C@@H](C(=O)NCc1ccccc1)[C@@H]1C[C@@]1(C)[C@@H](NC(=O)OCc1ccccc1)c1ccccc1 | 1.2
CSc1ncnc2c1ncn2CCCN1CCN(Cc2cccc3ccccc23)CC1 | 2.2
CCCCN(CC)S(=O)(=O)N1CCC(C(=O)NCCCN2CCOCC2)CC1 | 3.0
Cc1cc(OCC(=O)Nc2ccncc2)c(C)cc1Br | -1.1
CCc1ccc(OCC(=O)OC(C)C(=O)Nc2ccc(Cl)cn2)cc1 (stereo not drawn) | -1.2
COc1ccc(C)cc1S(=O)(=O)Nc1ccc(-n2c(C)nc3ccccc3c2=O)cc1 | -0.3
Cc1cc(C(=O)N/N=C/c2cccc(OC(=O)c3cccc(Br)c3)c2)n[nH]1 | -1.5
COC(=O)c1sc2nc(C)c([N+](=O)[O-])c(C)c2c1N | -0.6
CC(C)(C)C(=O)Nc1nnc(-c2ccncc2)o1 | -0.6
O=S(=O)(Cc1cc(NCc2ccccc2)nc(-c2ccncc2)n1)c1ccccc1 | -1.5
COCC(=O)NCCc1ccc(S(N)(=O)=O)cc1 | 3.3

Entries listed above marked active in TTR transcr act.
SMILES | TTR transcr act
CCCCCNC(=O)c1cc(S(=O)(=O)N2CCCCC2)ccc1F | 11*
C[C@@H]1CCC(=O)N(CC[C@H](N=[N+]=[N-])c2ccccc2)CC1 | 10*
CCCCOc1ccc(NC(=O)CN2CCN(CC)CC2)cc1 | 24*

High-throughput results as filed in PubChem BioAssay.

These rows are one share of the data, so the mix of outcomes need not match the whole.
